# BRCA1 expr act = increases BRCA1 expression; 380,000 compounds, 1.1% hits; MCF7-BRCA1-FFLuc reporter, luminescence, 48 h; response scale: scaled: vehicle 0%, 10 µM genistein 100%; Potency, µM (doses to about 46.1 µM), without a hit: at the top dose activation, actives largely listed as activators; note: potency is the fitted concentration of half-maximal effect; nearly all actives have a fitted effect of over 80% in size; some results filed as inactive show a strong effect at the top dose
#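 Compounds are tested at multiple concentrations on MCF7 BRCA1-luciferase reporter cells seeded at 2000 per well; after 48 h, a single luminescence end-point is taken and curves fitted to the normalized data.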
# FLuc modulator = firefly luciferase modulation, counter-screen for miR-21 project | AID 588342 | P08659 | Potency, µM (top dose mostly 57.5 µM), inactives show top-dose activity change, negative = inhibition, most hits filed as inhibitors | purified FLuc, Km substrates, luminescence inhibition | 360,000 compounds, 6.9% hits;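 note: potency is the fitted concentration of half-maximal effect; plate controls were vehicle for no effect and reference inhibitor for full effect; nearly all actives have a fitted effect of over 55% in size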
#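 Purified P. pyralis luciferase, 10 nM final, with Km-level 10 uM D-luciferin and 10 uM ATP in 50 mM Tris acetate pH 7.5, 10 mM Mg acetate, 0.01% Tween-20, 0.05% BSA; 6-point qHTS titration about 60 µM downward; luminescence read.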
# NPC1 prom act = activators of NPC1 promoter; Huh7 NPC1 promoter luciferase reporter, 24 h; Potency, µM (series often up to 9.22 µM), without a hit: at the highest dose activation, actives largely listed as activators; 320,000 compounds, 2.4% hits; AID 485313;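 note: potency is the fitted concentration of half-maximal effect; % of control where 0% means no effect; nearly all actives have a fitted effect of over 60% in size; reporter is driven by a mutant NPC1 promoter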
#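 Huh7 cells stably carrying NPC1 promoter–luciferase, plated in Opti-MEM with 10% FBS for 2 h, were exposed to compound in DMSO for 24 h at 37 °C; luciferase reagent was added for 10 min and luminescence read.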
# Tb PFK block = T. brucei PFK enzyme inhibition. T. brucei PFK, ADP-Glo luminescence. Potency, µM (titrated, usually from 57.5 µM), for the others: top-dose activity, negative = inhibition, usual class: inhibitors. 330,000 compounds, 0.17% hits. AID 485367;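 note: potency is the fitted concentration of half-maximal effect; 0% = uninhibited 1x PFK enzyme wells and -100% = no-enzyme wells; nearly all actives have a fitted effect of over 60% in size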
# Target sequence (O15648 whole entry, looked up): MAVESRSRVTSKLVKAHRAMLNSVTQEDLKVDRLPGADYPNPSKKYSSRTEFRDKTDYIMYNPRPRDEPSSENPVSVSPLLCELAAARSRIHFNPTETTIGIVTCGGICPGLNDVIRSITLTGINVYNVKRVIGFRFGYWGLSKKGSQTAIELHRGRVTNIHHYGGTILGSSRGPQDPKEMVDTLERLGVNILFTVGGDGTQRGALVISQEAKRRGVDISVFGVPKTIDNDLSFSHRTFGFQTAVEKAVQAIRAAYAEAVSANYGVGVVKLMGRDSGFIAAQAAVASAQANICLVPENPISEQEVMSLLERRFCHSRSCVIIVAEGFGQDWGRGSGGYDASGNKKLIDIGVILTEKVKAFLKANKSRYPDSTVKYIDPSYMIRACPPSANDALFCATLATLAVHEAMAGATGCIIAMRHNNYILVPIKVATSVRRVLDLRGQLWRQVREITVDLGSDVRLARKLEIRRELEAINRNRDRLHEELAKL
#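 ADP-Glo luminescence quantified ADP after 45 min at room temperature, with 1.25 nM T. brucei PFK, 0.1 mM ATP and 0.5 mM fructose-6-phosphate in pH 8.0 TEA buffer. qHTS titrations up to 57 µM; curves classified by quality.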
# p53 reactivator = restores transcriptional activity of mutant p53; H1299 p53-A138V BP100-luciferase reporter, luminescence, 24 h; Potency, µM (titrated, usually from 92.2 µM), for the others: top-dose activity change, positive = activation, hits mostly activators; 320,000 compounds, 0.063% hits; AID 504706; note: potency is the fitted concentration of half-maximal effect; % of control where 0% means no effect; nearly all actives have a fitted effect of over 45% in size
#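 H1299 (p53-null), stable ts p53-A138V + BP100-Luc; 1000 cells/well, Opti-MEM/10% FBS; cpd 4 pt, 1:5; 24 h, 37 deg C, 5% CO2; detection reagent 10 min RT; luminescence.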
# RORgamma inh = ROR gamma (mouse) transcription inhibition. Drosophila S2 Gal4-RORgamma UAS-luciferase reporter, 20 h. Potency, µM (top dose mostly 53.6 µM), for the others: at the top dose activity change, negative = inhibition, usual class: inhibitors. 310,000 compounds, 5.4% hits. AID 2551; note: potency is the fitted concentration of half-maximal effect; % is set by controls: 0 for no effect and ±100 for the full control effect; nearly all actives have a fitted effect of over 60% in size
# Target sequence (P51450 whole entry, looked up, the tested form may be a part): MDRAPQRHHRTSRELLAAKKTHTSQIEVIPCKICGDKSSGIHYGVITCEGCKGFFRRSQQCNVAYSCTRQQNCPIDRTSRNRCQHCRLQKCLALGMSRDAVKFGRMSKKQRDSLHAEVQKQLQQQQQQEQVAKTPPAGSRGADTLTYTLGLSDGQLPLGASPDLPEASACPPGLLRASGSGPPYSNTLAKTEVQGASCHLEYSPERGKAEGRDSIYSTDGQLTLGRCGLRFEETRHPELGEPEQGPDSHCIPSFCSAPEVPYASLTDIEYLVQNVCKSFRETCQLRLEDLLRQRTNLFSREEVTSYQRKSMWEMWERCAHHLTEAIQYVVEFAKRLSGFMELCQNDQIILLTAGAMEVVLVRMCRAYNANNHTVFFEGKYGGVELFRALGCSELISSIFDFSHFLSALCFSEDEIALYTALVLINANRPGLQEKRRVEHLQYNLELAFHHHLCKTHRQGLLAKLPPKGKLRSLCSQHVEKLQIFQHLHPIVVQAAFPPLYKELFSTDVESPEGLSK
#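 Stably transfected Drosophila Schneider cells are the test system, with ROR gamma fused to Gal4 and luciferase under UAS control; luminescence is read after 20 hr of 700 uM copper sulfate induction at ambient temperature.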
# ELG1 genotoxic = genotoxicity induction in ELG1-luciferase HEK293T cells; 330,000 compounds, 1.3% hits; AID 504466; Potency, µM (doses to about 46 µM), inactives show top-dose activity change, positive = activation, usual class: activators; HEK293T ELG1-luciferase reporter, luminescence, 16 h; note: potency is the fitted concentration of half-maximal effect; % of control where 0% means no effect; nearly all actives have a fitted effect of over 60% in size
#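 Step 1: seed 2,000 HEK293T ELG1-luciferase cells per well. Step 2: add compound or DMSO, incubate 16 hr at 37 °C. Step 3: ONE-Glo, 30 min at room temperature, read luminescence.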
# Rab9 promoter act = activators of Rab9 promoter; Huh7 Rab9 promoter-luciferase reporter, luminescence, 24 h; 320,000 compounds, 2.8% hits; AID 485297; Potency, µM (top dose mostly 9.22 µM), without a hit: at the top dose activation, negative = inhibition, hits mostly activators; note: potency is the fitted concentration of half-maximal effect; % of control where 0% means no effect; nearly all actives have a fitted effect of over 60% in size
#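 Huh7 reporter line, Rab9 promoter upstream of luciferase. Compound exposure 24 h at 37 °C in reduced-serum medium with 10% FBS. Read-out: luminescence.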
# ELG1 DNA repair = ELG1-dependent DNA repair inhibition; HEK293T ELG1-luciferase reporter, luminescence, 16 h; DNA damage induced by 5-fluorouridine; Potency, µM (series often up to 46.1 µM), without a hit: at the highest dose activity change, negative = inhibition, actives largely listed as inhibitors; 330,000 compounds, 2.3% hits; note: potency is the fitted concentration of half-maximal effect; % is set by controls: 0 for no effect and ±100 for the full control effect; nearly all actives have a fitted effect of over 55% in size
#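 Luminescence from the luciferase reporter, measured 30 min after ONE-Glo reagent at room temperature, was the read-out. Beforehand, 2,000 cells per well were exposed for 16 hr at 37 °C to 5-fluorouridine together with compound or vehicle.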
# Gal4-VP16 FLuc = Gal4-VP16 reporter inhibition counter-screen. Drosophila S2 Gal4-VP16 UAS-luciferase, luminescence, 20 h. Potency, µM (series often up to 53.6 µM), for the others: top-dose activity, negative = inhibition, actives largely listed as inhibitors. 310,000 compounds, 3.5% hits. AID 2546;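 note: Gal4-VP16 expression switched on by copper sulfate through the metallothionein promoter; potency is the fitted concentration of half-maximal effect; % is set by controls: 0 for no effect and ±100 for the full control effect; nearly all actives have a fitted effect of over 50% in size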
# TRPV1 agonist = activates the human vanilloid receptor TRPV1 | activation, % at 8.33 µM | TRPV1-expressing cells, Fluo-8 calcium influx, agonist mode | 320,000 compounds, 0.19% hits | Q8NER1; in the data active = activation above about 80%; inconclusive = between about 30% and that limit; note: 0% is about no effect
#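 TRPV1-expressing cells were cultured overnight at 35.5C and loaded with Fluo-8 calcium dye for 40 to 90 min at room temperature. After a 10 s baseline, compound was added and calcium influx was read kinetically for 3 min (ex 480/em 520 nm).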
# Starred values were filed as active, the others as inactive; u = inconclusive; x = not tested or not shown; & = joins results of further samples; [ ] = dose if it differs, or a comment. Unless noted, calls come from the whole dose curve; as a rule, active = well fitted curve in the direction sought with a large enough effect; inconclusive = small, poorly fitted or top-dose-only effect, or another doubt; inactive = no such curve, though single readings can be large; an effect the other way counts as inactive or inconclusive.
Compound,BRCA1 expr act,FLuc modulator,NPC1 prom act,Tb PFK block,p53 reactivator,RORgamma inh,ELG1 genotoxic,Rab9 promoter act,ELG1 DNA repair,Gal4-VP16 FLuc,TRPV1 agonist
NC(=S)N/N=C/c1cn(-c2ccccc2)nc1-c1cccnc1,38.0%,6.01µM*,15.1%,-1.0%,1.4%,6.31µM*,7.1%,11.8%,1.9%,8.91µM*,6.0
CCOC(=O)C1CCN(C(C(=O)NC2CCCCC2)c2ccc(OC)cc2)CC1 (centres undefined),9.1%,11.5%,-4.6%,-3.7%,1.9%,-2.2%,-4.6%,-4.3%,-1.3%,-2.8%,2.8
Nc1nccc(-c2ccc(-n3cccc3)cc2)n1,8.7%,-12.2%,u,-2.0%,-0.1%,21.7%,7.6%,u,u,-11.4%,-10.7
Oc1ccccc1N=Cc1sc2ccccc2c1Cl,-47.6%,2.13µM*,-4.7%,-7.2%,18.0%,-9.2%,-2.2%,-4.9%,-15.6%,u,-7.6
COc1ccc(CS(=O)/C(Cl)=C(/Cl)C(=O)Nc2ccc(OC)nc2)cc1 (centres undefined),-99.7%[inhibitor],-6.8%,-23.3%,-22.4%,-13.8%,1.12µM*,-21.4%,-41.9%[inhibitor],u,3.98µM*,7.9
CS/C(N)=N/N=C/c1cc(Br)cc(Br)c1O,-10.8%,26.9µM*,-1.5%,0.7%,1.3%,0.631µM*,3.0%,2.0%,1.3%,2.51µM*,0.4
CCN1C(=O)/C(=C\N(C(C)=O)c2ccccc2)OC1=S,6.7%,-5.3%,11.2%,-10.9%,u,7.94µM*,21.6%,4.3%,u,10µM*,-1.1
CN(CC(=O)Nc1ccccc1Cl)C(=O)c1cccc(-n2cccc2)c1,5.3%,-1.9%,-3.0%,5.0%,-7.6%,x,0.5%,1.2%,-3.1%,x,7.7
COc1ccc(NC(=O)C2CC(=O)N(Cc3ccc(C)cc3)C2)cc1S(=O)(=O)N1CCCCC1 (centres undefined),-44.8%,2.1%,-0.1%,-5.9%,-1.5%,u,-4.7%,-14.2%,u,-2.1%,-1.8
O=[N+]([O-])c1ccc(OS(=O)(=O)Cc2ccccc2)cc1,55.3%,0.3%,-6.1%,-3.4%,2.1%,13.2%,-0.5%,-2.9%,2.9%,-15.1%,-2.4
Cc1ccc(-c2cc(C(=O)N/N=C/c3c[nH]c4ccccc34)n[nH]2)o1,-16.3%,10.7µM*,9.2%,-1.0%,u,u,-7.2%,-0.4%,u,1.6%,-2.4
CSc1c(CC(=O)Nc2ccccc2)n(Cc2ccccc2)c2ccccc12,-38.1%,-0.1%,-6.5%,2.4%,-3.4%,-19.3%,4.7%,0.0%,-6.7%,u,18.1
Cc1c(N=C/C=C/c2ccccc2)c(=O)n(-c2ccccc2)n1C,-4.4%,19µM*,-2.9%,-1.6%,3.3%,-24.8%,2.8%,9.6%,13.7%,-11.8%,1.1
O=C1/C(=C/c2ccc(N3CCCC3)cc2)NC(=S)N1C1CC1,0.2%,12µM*,4.3%,2.1%,12.9%,7.08µM*,-2.5%,u,u,11.2µM*,u
COc1cc(OC)cc(C(=O)NNC(=O)c2ccc3c(c2)OCCO3)c1,31.8%,x,x,7.8%,13.6%,x,11.9%,x,u,x,x
COC(=O)N1N=C(c2ccccc2)CC1(O)C(F)(F)F (centres undefined),11.2µM*,u,u,0.5%,1.8%,-2.2%,u,u,u,1.3%,x
C=CCC1(CC=C)CCCN1C(=O)Cn1nnnc1CN(C)C(C)C,0.0%,-0.2%,-0.3%,0.6%,u,-6.0%,0.2%,-14.6%,11.6%,0.8%,4.1
Cc1oc2cc3oc(=O)c(CCC(=O)N(C)CC(=O)O)c(C)c3cc2c1C,-4.1%,7.57µM*,-4.1%,0.8%,4.6%,-4.8%,0.9%,-6.8%,16.8%,-29.9%,2.4
O=C(CCC(=O)N1CCCCC1)Nc1nnc(C2CCCCC2)s1,-0.1%,1.6%,-9.9%,2.0%,1.8%,4.3%,-0.1%,-2.4%,5.9%,-3.0%,1.0
CC(C)(C)C(=O)Nc1ccnc(-c2cccnc2)n1,x,2.2%,0.8%,-0.6%,-1.4%,-0.1%,-0.4%,-8.2%,-6.9%,-2.3%,-2.3
Cc1cccc(CSc2ncnc3ccccc23)c1,28.8%,u,-2.0%,-1.4%,8.9%,-0.6%,0.1%,23.7%,2.3%,-3.0%,6.4
CCOCCCNC(=O)C(c1ccc(C)cc1)N(Cc1cccs1)C(=O)CNC(C)=O (centres undefined),-9.1%,-0.7%,-2.7%,0.0%,20.3%,-6.1%,-1.1%,0.9%,2.0%,3.7%,1.1
COC(=O)c1ccccc1Oc1ccc(NC(=O)C(C)(C)CCl)cc1,24.7%,-9.2%,-1.1%,-0.2%,-3.9%,20.9%,-4.8%,7.7%,-2.8%,10.0%,6.4
CCOc1ccc(S(=O)(=O)N2CCN(c3ccccc3OC)CC2)c2cccnc12,-18.8%,4.7%,0.0%,0.1%,-22.6%,24.1%,-1.7%,2.8%,-3.4%,-0.7%,0.0
COC(=O)c1ccc(-c2ccc(Cl)cc2)nc1C,2µM*,1.35µM*,1.58µM*,-1.0%,u,-13.5%,8.2µM*,1.41µM*,u,-17.4%,-8.2
COc1cc(C(=O)Oc2ccc3c(c2)OCC3=O)cc(OC)c1OC,-5.3%,4.7%,-3.6%,-5.6%,3.4%,u,-2.5%,4.3%,-25.6%,-13.1%,-1.5
C1CCc2c(nc3nnnn3c2NC2CCCC2)C1,-20.2%,4.3%,-0.9%,-0.7%,0.6%,-2.1%,3.7%,-0.4%,-9.1%,-0.5%,-3.0
CCCCN(CCCC)C(=O)CSc1nnc2n(C)c(=O)c3c4c(sc3n12)CCCC4,3.5%,1.4%,-4.3%,-1.0%,-4.6%,u,-7.5%,-4.1%,10.3%,4.47µM*,-4.9
O=C(O)C1=C(OCc2ccccc2)C(=O)NCC1,17.6%,0.2%,-1.7%,-0.9%,1.8%,1.9%,0.1%,-2.8%,-9.7%,1.2%,-3.1
C[C@H]1COC(=O)[C@H](Cc2ccc(F)cc2)CC/C=C/C[C@@H](CC(=O)N[C@@H](CO)Cc2ccccc2)C(=O)N1,-11.6%,x,x,-1.6%,-4.0%,x,-4.4%,x,0.0%,x,x
O=c1oc(-c2ccc(Cl)c(Cl)c2)nn1-c1ccc(C(F)(F)F)cn1,7.5%,4.7%,0.5%,-0.5%,2.3%,-3.4%,-3.2%,5.2%,14.8%,5.6%,x
Cc1ccc(C(=O)CSc2ccccn2)cc1,u,6.75µM*,u,-3.4%,11.5%,-10.7%,u,3.55µM*,u,u,28.4
CC1CC(C)CN(C(=O)CSc2n[nH]c(N)n2)C1 (centres undefined),4.1%,x,x,-25.7%,-4.3%,x,-0.6%,x,u,x,x
Cc1occc1C(=O)NC1CCCN(Cc2ccc(CC(C)C)cc2)C1 (centres undefined),-30.5%,-2.3%,-3.0%,1.3%,0.4%,u,8.6%,-2.9%,-7.0%,-15.5%,17.6
N#Cc1ccc(C23CC4(C2)[C@H](CN(Cc2ccc(-c5ccccc5)cc2)[C@@H]4c2ccccc2)C3c2ccc(Cl)nc2)cc1 (some centres undefined),-4.0%,-0.3%,-11.9%,-4.5%,-0.6%,0.3%&0.3%,-0.1%,-11.0%,0.0%,4.9%&3.9%,-0.5
CCCC(C(=O)NCc1ccco1)N(C(=O)CNS(=O)(=O)c1ccc(Cl)cc1)C1CCCC1 (centres undefined),-40.0%,0.2%,-1.7%,-12.0%,14.1%,32.6%[0.365 µM],4.0%,-2.7%,-8.6%,x,28.8
CSC1=NCCN1C(=O)Cc1ccc(-c2ccccc2)cc1,-37.2%,u,3.2%,1.5%,-1.7%,u,0.4%,17.1%,-11.4%,0.6%,22.4
O=C1NC[C@H](Cc2ccc(O)cc2)N(CCc2cccc3ccccc23)C1=O,0.0%,-1.3%,-37.2%[inhibitor],1.6%,-6.4%,-3.6%,0.8%,2.2%,u,-1.9%,-2.3
O=C(CN(CC1CCCO1)C(=O)CNS(=O)(=O)c1ccc(Cl)cc1)NCCc1ccccc1 (centres undefined),1.3%,6.6%,-3.6%,4.2%,-6.2%,27.9%,0.2%,3.3%,-7.6%,0.7%,3.5
